Bioassay records (PubChem BioAssay)
CHT allo act: human CHT allosteric activation | CHT-expressing cells, membrane potential dye, choline EC20; active compounds read high; LV-AA mutant CHT in HEK293 cells | Q9GZV3 | B-score at 10 µM | AID 488977 | 310,000 compounds, 0.49% hits;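 active means initial fluorescence not abnormally high and integrated response B-score, plate-corrected, over 3 SD above library mean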
Target sequence (Q9GZV3 whole entry, looked up): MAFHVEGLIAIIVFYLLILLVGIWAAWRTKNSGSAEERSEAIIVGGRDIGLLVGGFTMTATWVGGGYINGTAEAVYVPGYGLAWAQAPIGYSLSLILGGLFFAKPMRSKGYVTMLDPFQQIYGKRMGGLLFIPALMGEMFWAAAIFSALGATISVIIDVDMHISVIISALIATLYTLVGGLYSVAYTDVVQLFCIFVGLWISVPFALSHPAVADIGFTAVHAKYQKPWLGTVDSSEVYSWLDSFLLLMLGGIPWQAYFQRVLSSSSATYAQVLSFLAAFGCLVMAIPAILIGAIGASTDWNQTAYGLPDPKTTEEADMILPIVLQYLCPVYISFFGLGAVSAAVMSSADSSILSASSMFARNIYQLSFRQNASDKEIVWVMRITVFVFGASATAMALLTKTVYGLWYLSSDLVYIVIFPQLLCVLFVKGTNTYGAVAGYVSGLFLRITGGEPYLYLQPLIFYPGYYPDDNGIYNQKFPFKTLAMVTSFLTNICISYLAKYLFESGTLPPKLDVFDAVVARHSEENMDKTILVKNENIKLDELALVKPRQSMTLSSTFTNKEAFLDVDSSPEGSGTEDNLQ
STK33 inh: human STK33 kinase inhibition. 320,000 compounds, 0.073% hits. Q9BYT3. purified STK33, MBP phosphorylation, ADP-Glo luminescence. AID 2661. inhibition, % at 10 µM;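 active means inhibition at or above 25%, using the most active replicate where run in duplicate; inactive means inhibition below 25%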
Target sequence (Q9BYT3 whole entry, looked up): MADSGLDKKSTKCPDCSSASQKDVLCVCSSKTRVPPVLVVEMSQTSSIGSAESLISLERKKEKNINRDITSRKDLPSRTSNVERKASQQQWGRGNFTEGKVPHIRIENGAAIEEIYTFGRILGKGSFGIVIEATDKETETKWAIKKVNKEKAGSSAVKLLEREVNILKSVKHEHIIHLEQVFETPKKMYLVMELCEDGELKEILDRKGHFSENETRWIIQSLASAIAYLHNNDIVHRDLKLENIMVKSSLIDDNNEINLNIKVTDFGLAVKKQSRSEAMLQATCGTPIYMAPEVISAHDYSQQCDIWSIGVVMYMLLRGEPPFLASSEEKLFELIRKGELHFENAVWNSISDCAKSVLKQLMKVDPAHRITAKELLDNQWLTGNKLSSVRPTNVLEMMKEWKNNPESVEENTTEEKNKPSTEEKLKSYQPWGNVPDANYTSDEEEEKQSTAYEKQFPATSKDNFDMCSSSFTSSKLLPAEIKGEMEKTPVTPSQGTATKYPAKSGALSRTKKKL
CHT block: human CHT choline transport inhibition. CHT-expressing cells, membrane potential dye, choline response; active compounds read low. B-score at 10 µM. 310,000 compounds, 0.86% hits;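 active means B-score over 3 SD under the library average, and starting fluorescence ratio not unusually high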;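 further: choline stimulus applied at its EC90 after an EC20 pre-addition; B-score computed on integrated fluorescence ratio after choline addition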
The depositor's hits bear a star; i = inactive; nt = not tested or not shown. Hits appear at their usual frequency (roughly 1.5% active in at least one column).

SMILES	CHT allo act	STK33 inh	CHT block
COc1cc(Br)cc(CN2CCN(c3ncccn3)CC2)c1O	i	-0.6	i
CC(O)c1nc2ccccc2n1Cc1ccc([N+](=O)[O-])cc1 (stereo not given)	i	-1.2	i
COc1ccc(CCNC(=O)CN2C(=O)COc3ccc(S(=O)(=O)N4CCCC4)cc32)c(OC)c1	i	-0.6	i
Cc1ccc(Nc2c(-c3ccccn3)nc3ccc(C)cn23)cc1	i	0.7	i
CS(=O)(=O)Nc1ccc(C(=O)NCc2cccnc2)cc1	i	-0.1	i
Cc1ccc(S(=O)(=O)N2CCOC2CNC(=O)C(=O)NCCc2c[nH]c3ccccc23)cc1 (stereo not given)	i	-1.6	i
Fc1ccccc1NC(=S)N1CCC(c2ccccc2)C1 (stereo not given)	i	0.6	i
COc1ccc2c(CC#N)c[nH]c2c1	i	0.0	i
O=C(/N=C1/c2ccccc2CN1c1ccccc1)Nc1ccccc1	i	-0.5	i
O=C(CN1CCN(c2nc(-c3ccccc3)cs2)CC1)NNC(=O)c1ccco1	i	-5.3	i
CCCOc1ccc(N2C(=O)CC(SCc3nc4ccccc4[nH]3)C2=O)cc1 (stereo not given)	i	1.6	i
O=C(NCC1CCCO1)/C(=C/c1ccccc1)NC(=O)c1ccccc1 (stereo not given)	i	-2.5	i
Cc1occc1-c1nnc(SCc2cc(=O)n3cc(Br)ccc3n2)n1C	i	0.1	i
COc1cc(CN(C2CCCCC2C)S(=O)(=O)c2ccc(S(=O)(=O)NC3CC3)cc2)cc(OC)c1OC (stereo not given)	i	0.6	i
COc1cc2c(cc1NC(=O)Nc1ccccc1)oc1ccccc12	i	0.6	i
O=C(c1ccc(Cl)cc1)C(CN1CCCCC1)c1ccccc1 (stereo not given)	i	0.4	i
NC1=NC(=Nc2cccc(S(N)(=O)=O)c2)c2ccccc21	i	0.5	i
Cc1[nH]nc(-c2ccc(O)c(C)c2O)c1-c1cnn(-c2ccccc2)c1	i	0.5	i
CCOc1ccc(S(=O)(=O)N2CCCC2)cc1	i	-0.2	i
COc1ccc(NC(=O)CN(C)C(=O)C(C)Oc2ccc(Br)cc2)cc1 (stereo not given)	i	-1.1	i
Cc1ccc(C(=O)N2CC(C)SC2=Nc2cccc(S(=O)(=O)N(C)C)c2)cc1 (stereo not given)	i	-1.5	i
CCN1C(=O)c2ccc(C(=O)NCc3ccco3)cc2C1=O	i	-1.1	i
COc1ccc(OCCC(=O)NC2CCCCC2)cc1	i	-0.4	i
O=C(Nn1cnnc1)C(c1ccccc1)c1ccccc1	i	-0.1	i
C[C@H](CS)C(=O)N1CCC[C@H]1C(=O)O	i	-0.2	i

(listing goes on)
SMILES	CHT allo act	STK33 inh	CHT block
Cc1ccc(-c2nc(Nc3ccccc3)n[nH]2)cc1	i	-1.6	i
COc1ccc(-n2c(-c3ccccc3)nc(=S)c3c2CCCC3)cc1	i	-0.8	i
C=CCOc1ccc(CNc2nccs2)cc1OC	i	-2.0	i
O=C(N[C@@H](Cc1ccccc1)C(=O)NCc1ccc(F)cc1)C1CCNCC1	i	-3.4	i
CCCCNC(=O)CCC(=O)NNc1nc2ccccc2c2nc(C)nn12	i	-1.0	i
CC(NC(=O)Cc1ccccc1F)c1ccc(F)cc1 (stereo not given)	i	1.3	i
COc1cccc(CNCC(=O)Nc2ccc(N3CCOCC3)cc2)c1	i	0.0	i
CCCC(C)c1nnc(NC(=O)COc2ccc3c(c2)OCO3)s1 (stereo not given)	i	8.6	i
COc1ccc(-n2c(SCC(=O)NNC(=O)c3ccccc3C)nnc2-c2ccncc2)cc1	i	-0.3	i
Nc1nc2nc(-c3ccc(F)cc3)cc(C(F)(F)F)n2n1	i	0.2	i
COc1cccc(CNC(=O)CCC2CCCN(C(=O)c3cc(C4CC4)[nH]n3)C2)c1 (stereo not given)	i	-2.2	i
COc1ccc(-c2cc(CCCC(=O)N3CCN(c4ccc(OC)cc4)CC3)no2)cc1	i	-1.9	i
Cc1cc(Nc2ccc(C)c(Br)c2)n2nc(C)nc2n1	i	-0.7	i
OCCn1nc2c3ccccc3nc-2n(-c2ccccc2)c1=S	i	3.1	i
O=C1c2ccccc2C(=O)N1CCCCSc1nc2ccccc2c(=O)n1CCCN1CCOCC1	i	-0.5	i
Cc1ccc(/C=N/NC(=O)c2cccc(S(=O)(=O)Nc3cccc(Cl)c3)c2)o1	i	-1.2	i
NC1=NC(c2ccccc2Cl)n2c(nc3ccccc32)N1 (stereo not given)	i	-1.3	i
CCOC(=O)Cc1nnc(NC(=O)CSc2nnc3c4ccccc4n(C(C)C)c3n2)s1	i	-3.5	i
Cc1cc2ncn(/N=C/c3ccc(-c4ccccc4)o3)c2cc1C	i	0.5	i
O=[N+]([O-])c1cccc(S(=O)(=O)NCCCn2ccnc2)c1	i	-1.6	i
Cc1cc(-c2nnc(-c3ccccc3)c(-c3ccccc3)n2)c(C)o1	i	-1.7	i
O=C(COC(=O)CC1CCCC1)Nc1ccc(OC(F)F)cc1	i	-0.6	i
CCCCn1nnc(NC(=S)NC(=O)c2cccs2)n1	i	1.8	i
CCCCNc1c(-c2cccc(-c3cc(C(C)=O)cs3)c2)nc2cc(C)ccn12	i	1.4	i
NC(=O)C1CCN(S(=O)(=O)c2cc3c4c(c2)CCN4C(=O)CC3)CC1	i	-0.2	i

Four entries picked at random from the list so far, as already listed:
SMILES	CHT allo act	STK33 inh	CHT block
Cc1ccc(/C=N/NC(=O)c2cccc(S(=O)(=O)Nc3cccc(Cl)c3)c2)o1	i	-1.2	i
CC(NC(=O)Cc1ccccc1F)c1ccc(F)cc1 (stereo not given)	i	1.3	i
COc1cccc(CNCC(=O)Nc2ccc(N3CCOCC3)cc2)c1	i	0.0	i
COc1ccc(-n2c(-c3ccccc3)nc(=S)c3c2CCCC3)cc1	i	-0.8	i

Another view of some results above.
SMILES | CHT allo act | STK33 inh | CHT block
O=C(N[C@@H](Cc1ccccc1)C(=O)NCc1ccc(F)cc1)C1CCNCC1 | i | -3.4 | i
COc1ccc(CCNC(=O)CN2C(=O)COc3ccc(S(=O)(=O)N4CCCC4)cc32)c(OC)c1 | i | -0.6 | i
Fc1ccccc1NC(=S)N1CCC(c2ccccc2)C1 (stereo not given) | i | 0.6 | i
O=C(c1ccc(Cl)cc1)C(CN1CCCCC1)c1ccccc1 (stereo not given) | i | 0.4 | i
Cc1[nH]nc(-c2ccc(O)c(C)c2O)c1-c1cnn(-c2ccccc2)c1 | i | 0.5 | i
O=C(COC(=O)CC1CCCC1)Nc1ccc(OC(F)F)cc1 | i | -0.6 | i
COc1cccc(CNC(=O)CCC2CCCN(C(=O)c3cc(C4CC4)[nH]n3)C2)c1 (stereo not given) | i | -2.2 | i

Returning to the listing; the 2 compounds before the break are reprinted first.
SMILES	CHT allo act	STK33 inh	CHT block
CCCCNc1c(-c2cccc(-c3cc(C(C)=O)cs3)c2)nc2cc(C)ccn12	i	1.4	i
NC(=O)C1CCN(S(=O)(=O)c2cc3c4c(c2)CCN4C(=O)CC3)CC1	i	-0.2	i
CCOc1cc(/C=N/NC(=O)c2ccncc2)ccc1OS(C)(=O)=O	i	0.4	i
COC(=O)C1=C(C)N(c2ccc(Cl)cc2)/C(=C/c2cccs2)C1=O	i	-0.5	i
CCN(CC)CCNC(=O)c1cc2c(-c3ccc(Cl)cc3)nn(C)c2s1	9.89*	nt	i
CCOC(=O)CNC(=O)OC1CCN2Cc3ccccc3N=C12 (stereo not given)	i	-0.8	i
O=C(CCC(=O)NCCO)NCCO	i	-2.0	i
CCOc1cc(S(=O)(=O)NCCCN2CCOCC2)ccc1F	i	-1.2	i
CSCCC(NS(=O)(=O)c1ccc(Cl)cc1)C(=O)OCc1cccc(Cl)c1 (stereo not given)	i	-1.5	i
COCCSc1nnc(NC(=O)c2ccc(OC)c([N+](=O)[O-])c2)s1	i	1.5	i
Cc1ccc(NC(=O)C(C)SCc2ccccc2)cc1 (stereo not given)	i	0.3	i
CC(C)c1ccccc1NC(=O)C1CN(S(=O)(=O)c2ccccc2)CCN1S(=O)(=O)c1ccccc1 (stereo not given)	i	-2.0	i
CC(=O)Nc1ccc(SCC(=O)c2cc(C)n(C)c2C)cc1	i	1.6	i
COc1ccc(C2CC(=O)N(CCCN(C)CCc3ccc(OC)c(OC)c3)C2)cc1 (stereo not given)	i	-2.4	i
Cc1nnnn1-c1cccc(C(=O)O)c1	i	0.7	i
COc1ccc(OC)c(-n2nnnc2SCC(=O)Nc2cc(C)ccc2OC)c1	i	-2.1	i
Cc1ccc(-c2csc3nc[nH]c(=O)c23)cc1C	i	0.2	i
O=C1COc2ccc(C(=O)COc3ccc(Cl)cc3Br)cc2N1	i	0.6	i
Cc1ccc(N(C(=O)CS(=O)CC(=O)Nc2ccc(F)cc2)C(C(=O)NC2CCCCC2)c2ccco2)cc1 (stereo not given)	i	-1.1	i
COCCN1CCN(C(=O)C2CCC(=O)N(Cc3ccccc3F)C2)CC1 (stereo not given)	i	-0.4	i
CC(C)C(NC(=O)c1ccc2c(c1)OCO2)C(=O)N/N=C/c1cccs1 (stereo not given)	i	-1.8	i
O=C(N/N=C/C=C/c1ccc2c(c1)OCO2)C(O)c1ccccc1 (stereo not given)	i	-0.9	i
C/C(=N\NC(=O)Cc1csc(N2CCOCC2)n1)c1ccccc1	i	-0.1	i
COc1cc(/C(C#N)=C/c2ccccc2)c([N+](=O)[O-])cc1OC	i	-1.0	i
CCOc1ccc2nc(SC3CC(=O)N(c4cccc(OC)c4)C3=O)sc2c1 (stereo not given)	i	-2.9	i
Cc1cc(OCC(=O)N2CCCC2)cc(C)c1Cl	i	-0.3	i
Cc1ccc(C)c(N2CCN(C(=O)CCS(=O)(=O)c3ccc4c(c3)CCN4C(=O)C3CC3)CC2)c1	i	-2.4	i

(more compounds)
SMILES	CHT allo act	STK33 inh	CHT block
c1ccc2cc(CSCc3nc4ccccc4[nH]3)ccc2c1	i	-1.6	i
CC(C)c1nc(NCc2ccccc2)c(C#N)c2c1CCCC2	i	-0.7	i
CCc1ccc(OCc2nnc(SCCN3CCOCC3)n2CC)cc1	i	-0.8	i
Cc1ccccc1NC(=S)N1CCC(NC(=O)c2ccco2)CC1	i	0.2	i
O=c1cc(/N=C/c2coc3c(ccc4ccccc43)c2=O)[nH]c(=S)[nH]1	i	-0.8	i
CC(=O)N1CCOc2ccc(S(=O)(=O)Nc3cccc(C)n3)cc21	i	-0.8	i
Cc1ccc(/C=N/c2sc3c(c2C#N)CCCCC3)o1	i	1.2	i
CCOc1ccc(-c2nnc(-c3ccco3)o2)cc1	i	0.3	i
CCN(CC)CCN1C(=O)C2C3c4ccccc4C(c4ccccc43)C2C1=O (stereo not given)	i	-1.0	i
Cc1cccc(NC(=O)Nc2cccc3ccccc23)c1	i	-0.2	i
Cc1ccc(OCc2nnc(SCC(=O)NCc3ccco3)n2C)cc1	i	0.3	i
COC(=O)/C=C(\C)N=Nc1c(O)[nH]c2ccccc12	i	2.5	i
COC(=O)c1ccc(NC(=O)c2ccc(N(C)S(C)(=O)=O)cc2)cc1	i	-0.1	i
O=C(Cc1cccc2ccccc12)NNC(=O)c1cccs1	i	-0.1	i
O=[N+]([O-])/C=C1/CCCCCN1	i	-1.4	i
O=C1c2cccc3c(Nc4ccccc4Cl)c([N+](=O)[O-])cc(c23)C(=O)N1CCO	i	-0.6	-5.51*
Cc1cc(C)c(NS(=O)(=O)c2ccc3c(c2)NC(=O)CC(=O)N3)c(C)c1	i	0.9	i
CC(C)CC1C(C#N)=C(N)OC2=C1C(=O)CC(c1ccccc1)C2 (stereo not given)	i	-1.2	i
CCN(CC(=O)Nc1sc2c(c1C#N)CCCC2)CC(=O)NC1CCS(=O)(=O)C1 (stereo not given)	i	-0.7	i
CCN(C(=O)COC(=O)CSc1ccc(C)c(C)c1)C1CCS(=O)(=O)C1 (stereo not given)	i	0.2	i
C=CCN1C(=O)C(O)(CC(=O)c2ccc(N)cc2)c2ccccc21 (stereo not given)	i	0.1	i
O=C(C[n+]1ccccc1)N/N=C/c1ccc(Cl)c(Cl)c1	i	-0.5	i
CC(=O)N1CCC(N(CCN2CCOCC2)C(=O)Nc2ccc(Cl)c(Cl)c2)CC1	i	0.3	i
O=C(Nc1nc2ccccc2s1)c1ccccc1	i	3.9	i
CCOc1ccccc1NC(=O)N1CCN(S(C)(=O)=O)CC1	i	-2.9	i

Entries listed above printed as active in CHT block.
Molecule	STK33 inh	CHT block
O=C1c2cccc3c(Nc4ccccc4Cl)c([N+](=O)[O-])cc(c23)C(=O)N1CCO	-0.6	-5.51*

Carrying on:
SMILES	CHT allo act	STK33 inh	CHT block
CCOC(=O)COn1c(=O)c(-c2ccc(Cl)cc2)[n+]([O-])c2ccccc21	i	-1.7	i
CC(=O)Nc1ccc(C(=O)NNC(=O)C2C3CCCCC32)cc1 (stereo not given)	i	0.8	i
COc1ccc(C(=O)/C=C/c2ccc(OC)cc2OC)c(O)c1	i	-0.4	i
COc1ccc(N2CCN(C(=O)C(=O)c3c(C)[nH]c4ccccc34)CC2)cc1	i	-1.2	i
Cc1ccc(N=CNc2ccc(C)cc2C)c(C)c1	i	1.3	i
Cc1cc(NC(=O)CCN2C(=O)/C(=C/c3ccccc3Cl)SC2=S)no1	i	-1.5	i
COc1ccc(/C=N/Nc2ccccn2)cc1O	i	-1.2	i
O=C(O)C1CCCCC1C(=O)Nc1ccc2c(c1)CCC2 (stereo not given)	i	-1.4	i
CCCCCCCCCCCCCCCC[N+](C)(C)CCN(Cc1ccc(OC)cc1)c1ncccn1	i	43.0*	i
CC(C)Sc1nc2ccsc2c(=O)[nH]1	i	1.6	i
O=C(Nc1ccccc1F)C1C2C=CC3(O2)C1C(=O)N(c1cccnc1)C3C(=O)NC1CCCCC1 (stereo not given)	i	-0.6	i
Cn1c(Sc2nc3ccccc3n2C)nc2ccccc21	i	0.1	i
CCSc1ccccc1C(=O)N1CCC2(CC1)CC(=O)c1ccccc1O2	i	0.2	i
Cc1ccc(/C=N/Nc2nncn2N)cc1	i	0.8	i
COc1ccc(NC(=O)CSc2nc(-c3ccc(C)cc3)cc(C(F)(F)F)c2C#N)cc1	i	-0.4	i
